# From PubChem
# HIV RNase H inh: blocks HIV-1 RNase H cleavage of RNA/DNA duplex; P04585; RT-RNase H RNA/DNA duplex cleavage, fluorescence; inhibition, % at 10 µM; actives 1.9% (n = 65,000); AID 565; in the data active means inhibition above about 50%
# RmlCD inh mix: RmlC/RmlD inhibition, mixture screen. RmlC/RmlD coupled enzyme inhibition, 384-well mixture HTS. actives 0.39% (n = 110,000). inhibition, % at 5.5 µM. AID 1532; in the data active means inhibition above about 30%, passing the limit was not always enough; further: strong numbers were not always called active
# * = called active by the depositor; / = no result given. This is a subset; the hit share may differ from the screen's.
no.	SMILES	HIV RNase H inh	RmlCD inh mix
1	COc1ccccc1Oc1c(C)oc2cc(OC(=O)c3ccco3)ccc2c1=O	6.2	105.0*
2	CCCCC(c1nnnn1CC1CCCO1)N1CCN(c2nc3ccccc3s2)CC1 (centres undefined)	1.1	12.4
3	O=C(CSc1nc(-c2ccccc2)nc2ccccc12)Nc1nccs1	/	-9.0
4	CC1(C)Cc2ccccc2/C(=C/C(=O)N2CCCCCC2)N1	/	7.3
5	COc1ccc(-c2c(C#N)c(SCC(N)=O)nc3c2CCCC3)cc1	/	-10.5
6	CC(=O)N1c2ccccc2C(=O)C1N1CCCCC1 (centres undefined)	-2.0	-4.4
7	CCn1c(O)c(C=NCCc2c[nH]c3ccccc23)c(=O)[nH]c1=O	-17.7	-8.7
8	CC1/C(=N/O)CC(c2ccccc2)NC1c1ccccc1 (centres undefined)	/	-10.1
9	CC(C)C1C(C#N)=C(N)Oc2n[nH]c(-c3cccs3)c21 (centres undefined)	-45.5	-2.7
10	Cn1cnc(S(=O)(=O)NCc2cccs2)c1	-11.6	-6.0
11	CCC(=O)Nc1nnc(C(C)(C)C)s1	/	-98.1
12	Cc1nc(CSc2nnc(C)s2)cs1	-13.8	/
13	Cc1ccc(N=Nc2c(=O)[nH]n3c(=O)cc(C)[nH]c23)cc1	/	6.9
14	CCOc1ccc(-c2nnc(NC(=O)CCCOc3cccc(C)c3)o2)cc1	13.9	-12.7
15	COc1ccc(N2CCN(S(=O)(=O)c3cccc4cccnc34)CC2)cc1	1.7	-16.4
16	COC(=O)C[C@H]1c2cc(F)ccc2S(=O)(=O)N1c1ccccc1	/	-17.3
17	Cc1cccc2sc(NC(=O)CN(C)S(=O)(=O)c3ccc(Br)s3)nc12	-4.4	-7.0
18	C=CCn1c(SCc2nc3ccccc3[nH]2)nnc1-c1ccccn1	-8.0	-12.7
19	O=C1C/C(=C/NCc2ccccc2)C(=O)N1	-6.5	32.4
20	O=C(NCc1ccco1)C1Cc2ccccc2CN1S(=O)(=O)c1ccccc1F (centres undefined)	43.6	/

# The list goes on.
no.	SMILES	HIV RNase H inh	RmlCD inh mix
21	COc1ccc(CN(C)CC(=O)c2c(N)n(Cc3ccccc3)c(=O)n(C)c2=O)c(OC)c1	-1.3	4.3
22	C[C@H](NC(=O)c1nc[nH]c1C(=O)N[C@@H](Cc1ccccc1)C(=O)OC(C)(C)C)c1ccccc1	/	-0.5
23	Cc1nnc(SC(C)C(=O)N2CCc3ccccc32)s1 (centres undefined)	/	-12.5
24	COc1ccc(NC(=O)c2c(C(F)(F)F)nn(C)c2SCc2ccccc2)cc1	/	8.2
25	CCCOc1ccc(CC(=O)NCc2ccco2)cc1OC	-1.0	-18.3
26	CCN(CC)C(=O)c1[nH]cnc1C(=O)N[C@@H](Cc1ccccc1)C(=O)OCc1ccccc1	/	-1.5
27	Cc1ccc(S(=O)(=O)N2CCCC(C(=O)NCC3COCCO3)C2)cc1 (centres undefined)	-0.4	4.1
28	CCc1cccc(NC(=O)CSCc2cc(=O)[nH][nH]2)c1	/	110.9
29	Cc1cc2oc(=O)cc(C)c2cc1NC(=O)CCC(=O)O	-8.1	12.2
30	CC1=C(C)C(=O)N(c2ccc(C(=O)O)cc2)C1=O	-3.9	-37.7
31	COc1cccc(CN2CCCC(C(=O)N3CCCCC3)C2)c1OC (centres undefined)	0.4	-8.7
32	COc1cc(/C=C2\SC(c3ccc(C)cc3)=NC2=O)cc(OC)c1O	/	9.2
33	Cc1ccc(S(=O)(=O)N(C)CC(=O)Nc2ccncc2)cc1	-20.4	-5.5
34	Cc1ccc(-n2c(=O)[nH]c3cc(C(=O)NC4CCN(Cc5ccccc5)CC4)ccc3c2=O)cc1	/	-4.8
35	O=C(CCN1C(=O)C2CC=CCC2C1=O)N1CCN(c2ccccn2)CC1 (centres undefined)	-7.2	8.6
36	Cc1nc(-c2ccc(Cl)cc2)sc1C1(C)CC(c2cccc([N+](=O)[O-])c2)=NO1 (centres undefined)	/	6.2
37	CCCOc1ccc(/C(O)=C2\C(=O)C(=O)N(CCCN(C)C)C23C(=O)N(C)c2ccccc23)cc1 (centres undefined)	-8.1	/
38	O=C(N/N=C1\CCCc2ccccc21)c1ccccc1[N+](=O)[O-]	/	2.4
39	CCn1c(SCC(=O)c2ccc(C)cc2)nnc1-c1ccoc1C	-5.8	2.6
40	NC(=O)CN1C(=O)C2C3c4ccccc4C(c4ccccc43)C2C1=O (centres undefined)	/	10.2

# (list continues)
no.	SMILES	HIV RNase H inh	RmlCD inh mix
41	CC1=CC(C)(C)Nc2ccc(OC(=O)C(Cc3ccccc3)N3C(=O)c4ccccc4C3=O)cc21 (centres undefined)	/	-13.6
42	CCCn1c(CCC(=O)O)ccc1-c1ccc(OC)cc1	-10.6	-9.7
43	O=C(N/N=C/c1ccc(O)c(O)c1)C1c2ccccc2Oc2ccccc21	/	6.1
44	CC(CCCCC(=O)Nc1ccc(C(F)(F)F)cc1)NCCc1cnc[nH]1 (centres undefined)	/	-7.8
45	CCOP(=O)(c1ccccc1)c1nc(-c2ccccc2C)oc1N1CCCCC1 (centres undefined)	-1.2	-2.2
46	CCN(CC)c1ccc(C2C(C(=O)OC)=C(C)NC(C)=C2C(=O)OC)cc1	32.9	6.8
47	CC(OC(=O)c1snc(C(=O)NC2CCCCC2)c1N)C(=O)NC(C)(C)C (centres undefined)	/	-2.2
48	CC1CCCN(CCC(=O)Nc2ccc(Br)cc2)C1 (centres undefined)	/	8.3
49	CCOC(=O)c1cccc(NC(=O)CNS(=O)(=O)c2cccs2)c1	-3.0	-3.6
50	Cn1c(=O)oc2cc(S(=O)(=O)NCCC(=O)N3CCc4ccccc43)ccc21	-8.8	/
51	CCC(C)NC(=O)CSc1nnc(-c2ccc(C(C)(C)C)cc2)n1C (centres undefined)	24.5	16.6
52	COc1ccc(-c2nnc(CSc3nnc(-c4ccncc4)n3C3CCCCC3)o2)cc1OC	5.5	-2.0
53	CCCOC(=O)CCNc1n[nH]c(=O)[nH]c1=O	0.3	0.0
54	COc1ccc(-n2nc3ccccc3n2)cc1	-12.4	10.7
55	Cc1cc(NC(=O)CN2CCC(O)(c3cccc(F)c3)CC2)no1	-2.5	3.7
56	O=C(Nc1cccc(Cl)c1)N(CCCN1CCOCC1)Cc1ccccc1F	-1.4	15.6
57	Cc1ccc(C)c(N(C)S(=O)(=O)c2cccc3nsnc23)c1	-71.2	-11.5
58	CN(CC(=O)NCc1ccco1)S(=O)(=O)c1cccc2cccnc12	-23.1	6.6
59	COc1ccc(C)cc1NC(=O)C1CCCN1C(=O)OCc1ccccc1 (centres undefined)	-13.7	2.8
60	CCCCNC(=O)c1ccccc1NC(=O)CCSc1ccccc1	/	-7.6

# Further structures follow.
no.	SMILES	HIV RNase H inh	RmlCD inh mix
61	CN(C)c1ncnc2c1NC1=C(S2)C(=NCCCC(=O)O)CC(C)(C)C1	/	12.5
62	CCOC(=O)N1CCN(C(=O)CN(C2CCCCC2)S(=O)(=O)c2c(C)cc(C)cc2C)CC1	/	-0.1
63	CCOC(=O)C1=C(C)S/C(=C\N(C)C)C1=O	-0.3	-9.2
64	Clc1cccc(C2NCCc3[nH]cnc32)c1 (centres undefined)	/	11.2
65	O=S(=O)(Cc1ccccc1)NCC1CCCO1 (centres undefined)	10.0	-14.9
66	CCN(CC)C(=O)Cn1nc(C)c2ccccc2c1=O	/	11.3
67	CCOC(=O)CCCCC(=O)c1[nH]c(=O)[nH]c1CSCCO	/	13.8
68	Cn1c(=O)cc(SCC(=O)NCCCN2CCN(c3ccccc3F)CC2)c2ccccc21	-11.4	5.5
69	O=C(OC1CCOC1=O)c1ccc(S(=O)(=O)N2CCCCCC2)cc1 (centres undefined)	-4.8	5.4
70	C/C(=N\NC(=O)C1CC1c1ccccc1)c1cccs1 (centres undefined)	/	-5.4
71	Cc1cc(=O)oc2cc(OCC3CC(c4ccccc4Cl)=NO3)ccc12 (centres undefined)	/	-7.4
72	COc1cccc(/C=N/n2c(C)nc3ccccc3c2=O)c1O	-0.6	-6.4
73	CCOC(=O)C1CCN(C(=O)c2sc3nc(-c4ccccc4)cn3c2C)CC1	-2.4	/
74	Clc1ccc2nc(C3CCN(Cc4nnnn4C4CCCCC4)CC3)[nH]c2c1	/	19.2
75	COc1ccc(C(CC(=O)N2CCCC2)c2c(OC)cc(OC)c3ccc(=O)oc23)cc1 (centres undefined)	/	15.0
76	CCCn1c2ccc(/C(C)=N\O)cc2c2cc(/C(C)=N/O)ccc21	/	4.1
77	COc1ccc(NC(=O)c2ccccc2SC)cc1OC	/	-5.5
78	O=C(NC1CCCCCC1)C1C2C=CC3(CN(Cc4cccnc4)C(=O)C13)O2 (centres undefined)	0.8	9.1
79	COc1cc2c(cc1OC)C(c1ccccc1)N(C(=O)c1ccco1)CC2 (centres undefined)	-17.4	-3.2
80	O=C(NCCCN1CCOCC1)c1cc2ccccc2oc1=O	-0.4	16.8

# Following part.
no.	SMILES	HIV RNase H inh	RmlCD inh mix
81	CC(C)(NO)/C(=N/O)c1ccc(Br)cc1	1.9	-10.8
82	O=C(NC(=S)N(Cc1ccccc1)Cc1ccccc1)c1ccccc1F	/	-6.0
83	CCCCOc1ccccc1C1NC(=O)NC(C)=C1C(=O)OCc1ccco1 (centres undefined)	-15.4	13.8
84	CN1C(=O)C(O)(CC(=O)c2ccc3c(c2)OCO3)c2ccccc21 (centres undefined)	-4.9	-6.8
85	CCOC(=O)c1ccc(NC(=O)CC2NCCNC2=O)cc1 (centres undefined)	/	-5.1
86	CCc1cc(C(c2ccccc2OC)N2CCOCC2)c(NC(=O)c2ccccc2)s1 (centres undefined)	/	4.0
87	CC(C)c1nc(N2CCOCC2)c(C#N)c2c1CCCC2	-31.2	-16.7
88	CC(Nc1nc(N2CCCCC2)nc2ccccc12)c1ccccc1 (centres undefined)	/	-16.6
89	O=C(CNCCC1=CCCCC1)Nc1ccc(N2CCCCCC2)cc1	/	-10.3
90	COCCCNC(=O)c1nc2c(nnn2Cc2cc(C)ccc2C)c(=O)[nH]1	/	7.1
91	COC(=O)c1ccccc1NC(=O)CN1CCN(C23CC4CC(CC(C4)C2)C3)CC1	-7.0	11.8
92	O=C(Nc1ccc(Cl)c(Cl)c1)OCc1cncs1	/	6.3
93	CCOC(=O)c1oc2c(C)c(O)ccc2c(=O)c1-c1nncn1-c1ccccc1	-2.1	-7.0
94	C#Cc1ccc([C@@H]2C=C(C(=O)N3CCOCC3)O[C@H](OCCCCO)C2)cc1	/	8.1
95	COc1ccc(CCNC(=O)CSc2nnc(CNC(=O)c3ccco3)o2)cc1OC	-9.1	-8.2
96	N#CC1=C(SCc2ccccc2)NC(=O)CC1c1ccccc1 (centres undefined)	/	-4.5
97	N#CCSc1nc2c(c(=O)n1Cc1ccccc1)C1(CCCC1)Cc1ccccc1-2	/	-1.8
98	CCOc1cc(/C=C2/C(=N)N3C=CSC3=NC2=O)ccc1OCCCOc1ccccc1C	/	40.1*
99	Cc1c(Nc2nc3ccccc3nc2NS(=O)(=O)c2ccccc2)c(=O)n(-c2ccccc2)n1C	-9.9	-1.2
100	COc1ccc(-c2cc(C(=O)OC3CCOC3=O)c3ccccc3n2)cc1 (centres undefined)	/	-59.6

# (further entries)
no.	SMILES	HIV RNase H inh	RmlCD inh mix
101	C/C(=N\O)c1ccc2c3c([nH]c2c1)CCCC3	-3.5	2.5
102	Cc1ccc(Cl)cc1N1CCN(Cc2cc3c(cc2O)CCC3)CC1	/	2.6
103	COc1cccc(C(=O)NCC(=O)N2CCC(C)CC2)c1	-3.8	-10.8
104	CSCCC(NC(=O)c1ccccc1)C(=O)NC1CC1 (centres undefined)	/	8.1
105	NC(=O)C1(N2CCCCC2)CCN(C(=O)NC23CC4CC(CC(C4)C2)C3)CC1	/	9.0
106	COCCn1nnnc1C(c1cc2cc(C)ccc2[nH]c1=O)N1CCCCCC1 (centres undefined)	0.9	-8.8
107	Cc1cccc(Cn2ccc(-c3ccc(Cl)cc3)c(C#N)c2=O)c1	/	0.3
108	COc1ccc(N2C(=O)C3CCCN3C2c2ccc(Cl)cc2)cc1 (centres undefined)	-1.2	-12.7
109	C=CCOC(=O)COc1ccc2c(C)c(CC)c(=O)oc2c1	-12.9	9.8
110	N#C/C(=C/c1ccc(N2CCCCCC2)o1)c1cccc(F)c1	/	-5.5
111	C=C(C)Cn1c(SCC(=O)NCc2ccco2)nc2sc3c(c2c1=O)CCC3	-8.7	-2.9
112	COc1ccc(-c2nc(CS(=O)CC(=O)NC3CCCc4ccccc43)c(C)o2)cc1OC (centres undefined)	-10.2	-7.8
113	COC(=O)/C(NC(C)=O)=C(\C)c1ccc(Cl)cc1	/	-10.1
114	CC1(c2nnc(Cc3ccccc3)o2)CC(c2ccc(Cl)cc2)=NO1 (centres undefined)	/	-9.3
115	Cc1ccc(S(=O)(=O)CC(N)=O)cc1	/	-2.0
116	CC[N+](C)(C)c1cccc(O)c1	-5.4	-7.3
117	CC(C)[N+](C)(CCC(C(N)=O)(c1ccccc1)c1ccccc1)C(C)C	/	3.9
118	COC(=O)c1cc(O)c(O)c(O)c1	/	-9.7
119	COc1ccc(OCC(=O)Nc2cccc3cccnc23)cc1	-47.1	0.3
120	O=c1[nH]c(CN2CCN(c3ccccc3O)CC2)nc2ccccc12	/	6.5

# (next part)
no.	SMILES	HIV RNase H inh	RmlCD inh mix
121	O=C(c1cc2ccccc2oc1=O)N(Cc1ccccc1)C1CCS(=O)(=O)C1 (centres undefined)	/	-11.0
122	CC(=O)C1=C(C)NC(C)=C(C(C)=O)C1c1cn(-c2ccccc2)nc1-c1cccs1	/	51.0
123	COc1ccccc1-n1c(SCC(=O)N2CCc3ccccc32)nc2c(c1=O)SCC2	/	14.0
124	Cc1ccccc1Nc1nnc(C)c(=O)[nH]1	-3.8	7.8

# Taken from the results shown, six compounds:
no.	SMILES	HIV RNase H inh	RmlCD inh mix
116	CC[N+](C)(C)c1cccc(O)c1	-5.4	-7.3
117	CC(C)[N+](C)(CCC(C(N)=O)(c1ccccc1)c1ccccc1)C(C)C	/	3.9
118	COC(=O)c1cc(O)c(O)c(O)c1	/	-9.7
119	COc1ccc(OCC(=O)Nc2cccc3cccnc23)cc1	-47.1	0.3
120	O=c1[nH]c(CN2CCN(c3ccccc3O)CC2)nc2ccccc12	/	6.5
121	O=C(c1cc2ccccc2oc1=O)N(Cc1ccccc1)C1CCS(=O)(=O)C1 (centres undefined)	/	-11.0
